From PubChem BioAssay
RAD52 anneal inh: blocks human RAD52 DNA annealing; recombinant RAD52 DNA annealing, FRET fluorescence; 360,000 tested, 0.46% active; P43351; inhibition, % at 18.7 µM;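 active = every replicate showing at least 50% inhibition; inconclusive = mean inhibition at least 50% but not in every replicate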
RAD54 inh: RAD54 (human) branch migration inhibition; 360,000 tested, 0.14% active; RAD54 Holliday junction branch migration, FAM/BHQ fluorescence; inhibition, % at 10.4 µM;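 active = mean normalized replicate activity at least 40 and at least half of replicates scoring 40 or more; inconclusive = only one of the two criteria met; inactive = mean below 40 and under half of replicates reaching 40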;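 also: 0% = median of neutral control wells and 100% = median of positive control wells; inhibitors cause a drop in the FAM fluorescence signal; in these data hits start at about 50%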
Target sequence (Q92698 whole entry, looked up): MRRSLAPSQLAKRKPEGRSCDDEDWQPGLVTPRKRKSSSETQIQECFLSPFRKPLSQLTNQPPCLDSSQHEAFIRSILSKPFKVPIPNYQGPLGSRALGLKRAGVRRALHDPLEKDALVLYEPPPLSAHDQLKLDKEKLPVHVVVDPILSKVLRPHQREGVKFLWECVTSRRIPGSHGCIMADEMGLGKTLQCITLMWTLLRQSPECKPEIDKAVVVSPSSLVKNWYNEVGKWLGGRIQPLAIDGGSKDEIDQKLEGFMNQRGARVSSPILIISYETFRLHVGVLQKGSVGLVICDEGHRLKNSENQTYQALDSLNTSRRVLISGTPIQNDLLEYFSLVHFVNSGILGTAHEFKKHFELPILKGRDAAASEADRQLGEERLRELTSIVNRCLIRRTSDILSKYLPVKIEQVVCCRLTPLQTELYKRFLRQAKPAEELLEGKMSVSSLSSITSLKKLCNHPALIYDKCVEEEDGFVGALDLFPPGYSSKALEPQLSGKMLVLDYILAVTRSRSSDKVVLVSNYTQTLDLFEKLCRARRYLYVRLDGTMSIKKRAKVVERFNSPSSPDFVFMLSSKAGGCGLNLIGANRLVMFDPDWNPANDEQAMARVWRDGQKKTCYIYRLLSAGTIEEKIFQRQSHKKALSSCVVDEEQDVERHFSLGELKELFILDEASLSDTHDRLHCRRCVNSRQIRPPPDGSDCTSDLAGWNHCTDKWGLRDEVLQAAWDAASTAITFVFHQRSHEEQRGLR
E-selectin induc: induces E-selectin expression in human endothelial cells. HUVEC E-selectin immunofluorescence imaging; normalized: neutral wells 0, TNF-alpha wells 100. activation, % at 7.58 µM. 260,000 tested, 0.37% active. AID 686992;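 active = mean E-selectin-positive cell signal at least 10% of the positive control, reached in at least 60% of replicates, without over 20% cell loss; inconclusive = no rule given, readout overlaps actives, possibly toxicity-flagged; inactive = the rest, including those meeting only one limit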;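 also: in these data hits start at about 27%; measured in HUVEC primary endothelial cells; signal is the percent of cells scored E-selectin positive by PE staining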
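assay system = HUVEC, human umbilical vein endothelial cells | input = 3,000 HUVEC seeded per well | medium = EGM-2 growth medium on 0.1% gelatin-coated wells | dosing = one compound dose added by pin transfer | signal = immunofluorescence imaging | read-out basis = % PE-positive cells | control set = TNF-alpha, DMSO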
esBAF inh: inhibitors of esBAF chromatin remodeling in mouse ES cells | Bmi1-luciferase knock-in reporter, 24 h; 100% = twice the neutral-well signal | reporter increase, % at 12.5 µM | 350,000 tested, 2% active | AID 602393; in the data active = activation above about 40%; inconclusive = no clear call, values can overlap the other calls;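 also: 0% = median of the plate's neutral control wells and 100% = double that signal; a rise in the Bmi1 reporter signal indicates esBAF inhibition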
S100A4 MyoIIA: S100A4-myosin IIA interaction inhibition; P26447; S100A4/TAMRA-MyoIIA peptide fluorescence polarization; inhibition, % at 10.7 µM; 360,000 tested, 0.14% active; AID 652163;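 active = mean inhibition of at least 70% across replicates, with every replicate also reaching that level; inconclusive = mean inhibition reaches 70% but some replicates fall short; inactive = mean inhibition below 70%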
Target sequence (P26447 whole entry, looked up): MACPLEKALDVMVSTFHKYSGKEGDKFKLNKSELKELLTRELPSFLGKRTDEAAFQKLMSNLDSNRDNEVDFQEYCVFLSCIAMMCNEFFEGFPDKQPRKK
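System – human S100A4 monomer protein, biochemical binding assay · Buffer or medium – Calcium-containing HEPES buffer, pH 7.2 · Timing – 5 min between mix addition and reading · Also added – TAMRA-labelled myosin IIA heavy-chain peptide probe, 5 nM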
FN deposition inh: fibronectin deposition inhibition | AH1F fibroblasts, Alexa488-fibronectin deposition fluorescence, overnight | inhibition, % at 12.6 µM | 350,000 tested, 0.086% active | AID 743247;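 active = mean inhibition across replicates of 30% or more, regardless of how many single replicates reach that level; inconclusive = mean under 30% yet at least half of replicates reach 30%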;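 also: positive control wells lacked labelled fibronectin entirely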
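test system = AH1F fibroblasts assembling fluorescent fibronectin matrix | quantity = 10000 AH1F cells per well | buffer or medium = DMEM plus 2% serum, read in PBS | doses = single dose, pinned | incubation = 1 h cell attachment, overnight exposure to compound and label | detection = fluorescence at 485 nm excitation, 525 nm emission | read-out basis = inhibition from reduced deposited-fibronectin fluorescence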
EWS-Fli block: inhibitors of EWS/Fli oncoprotein transcriptional activity; A673 NR0B1-luciferase reporter, viability-normalised; inhibition, % at 12.6 µM; 350,000 tested, 0.67% active; AID 651661;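 active = mean inhibition of at least 50% after viability correction, with every replicate also passing that limit; inconclusive = mean reaches 50% but only one of two replicates passes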;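 also: firefly luciferase signal divided by Alamar Blue viability fluorescence both relative to DMSO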
XiGFP reactiv: activators of X-chromosome reactivation in mouse fibroblasts | AID 743238 | activation, % at 7.58 µM | 360,000 tested, 0.055% active | XiGFP mouse fibroblasts, % GFP-positive cells imaging, 3 d; cells co-treated with 5-aza-dC sensitizer; scaled so ellipticine positive control = 100%;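 active = mean normalized replicate activation at least 10% and every replicate at or above 10%; inconclusive = only one of the two criteria met; inactive = mean below 10% and not all replicates reach 10%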;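 also: 0% = median of on-plate neutral control wells and 100% = ellipticine 6 µM median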
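Assay system – SV40-immortalized XiGFP fibroblast cells, line 68-5-11 · Buffer or medium – DMEM supplemented with 5-aza-dC as sensitizing agent · Dosing – one concentration, pinned · Benchmarks – positive control ellipticine, 6 µM final · Times – 3 days compound exposure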
Active calls of the source: *; & = joins results of further samples.

`CC(OC(=O)Cn1cnc2c1c(=O)n(C)c(=O)n2C)C(=O)NC1CCCCC1C` (configuration not stated) gave RAD52 anneal inh 11, esBAF inh 8, S100A4 MyoIIA -2, FN deposition inh -9, EWS-Fli block -2 and XiGFP reactiv -0.1.
COc1ccc(S(=O)(=O)N[C@@H]2C=C[C@H](CC(=O)NCCc3ccccc3)O[C@H]2CO)cc1 was read as RAD52 anneal inh 4, RAD54 inh 3, E-selectin induc 1.5, esBAF inh -3, S100A4 MyoIIA 13, EWS-Fli block 3 and XiGFP reactiv -0.6.
Screening CC(C)N1C(=O)CCC1C(=O)NCCc1ccc(Cl)cc1 (configuration not stated) returned RAD52 anneal inh -6, RAD54 inh 5, E-selectin induc -0.1, esBAF inh -15, S100A4 MyoIIA -3, FN deposition inh -5, EWS-Fli block -4 and XiGFP reactiv 0.0.
Screening COc1cc(C(=O)N/C(=C\c2cn(S(=O)(=O)N(C)C)c3ccccc23)C(=O)N2CCCC2)cc(OC)c1OC returned RAD52 anneal inh 4, RAD54 inh -10, esBAF inh -4, S100A4 MyoIIA 0, FN deposition inh -8 and XiGFP reactiv 0.3.
Cc1cc(C)cc(NC(=S)N(Cc2ccc(Cl)cc2)Cc2ccc(C(=O)O)cc2)c1 was read as RAD52 anneal inh -22, RAD54 inh -1, esBAF inh -6, S100A4 MyoIIA -1, FN deposition inh 17, EWS-Fli block 10 and XiGFP reactiv 0.4.
CC(=O)n1cc([C@H]2C=C(C(=O)N3CCN(Cc4ccc5c(c4)OCO5)CC3)O[C@@H](OCCCCO)C2)c2ccccc21 was read as RAD52 anneal inh 11&-16, RAD54 inh -8, E-selectin induc -0.1, esBAF inh -3, S100A4 MyoIIA -6&2, FN deposition inh 3, EWS-Fli block 12&19 and XiGFP reactiv -0.1.
COC(C[C@H](O)CC(=O)COCc1ccccc1)OC was read as RAD52 anneal inh -19, RAD54 inh -2, E-selectin induc 0.2, esBAF inh 3, S100A4 MyoIIA -4, FN deposition inh -11, EWS-Fli block -7 and XiGFP reactiv -0.1.
Screening Cc1ccc(-c2ncns2)cc1 returned RAD52 anneal inh -17, RAD54 inh -2, E-selectin induc 0.1, esBAF inh -8, S100A4 MyoIIA -5, FN deposition inh 5, EWS-Fli block 1 and XiGFP reactiv 0.2.
`CCOC(=O)CCC(=O)NNC(=O)COc1ccc(C(C)C)cc1Br` gave RAD52 anneal inh -18, RAD54 inh -7, esBAF inh -4, S100A4 MyoIIA 1, FN deposition inh -3, EWS-Fli block 6 and XiGFP reactiv 0.1.
For CCCCOc1ccc(S(=O)(=O)n2c(C)nc3ccccc32)cc1 the results were RAD52 anneal inh -12, RAD54 inh -4, esBAF inh 3, S100A4 MyoIIA 2 and EWS-Fli block 2.
For C[C@@H]1CCCCO[C@@H](CN(C)S(=O)(=O)c2cccs2)[C@H](C)CN([C@@H](C)CO)C(=O)c2cc(NS(=O)(=O)c3cn(C)cn3)ccc2O1 the results were RAD52 anneal inh 84*, RAD54 inh 2, esBAF inh 0, S100A4 MyoIIA 39, FN deposition inh -8, EWS-Fli block -19 and XiGFP reactiv 0.0.
Screening CC(C)CC#Cc1ccc([C@@H]2[C@H]3CN(S(=O)(=O)c4ccc(F)cc4)CCCCN3[C@H]2CO)cc1 returned RAD52 anneal inh -2, RAD54 inh -7, E-selectin induc -0.7, esBAF inh 2, S100A4 MyoIIA -27, EWS-Fli block 14 and XiGFP reactiv 0.0.
For CC(Sc1ccccc1)C(=O)NN=C1CCCC1 (configuration not stated) the results were RAD52 anneal inh -7, RAD54 inh 4, esBAF inh -9, S100A4 MyoIIA 2, FN deposition inh 2, EWS-Fli block 3 and XiGFP reactiv 0.0.
`O=S1(=O)CC(N2CCCC2)CN1C1CCCCC1` (configuration not stated) gave RAD52 anneal inh -10, RAD54 inh 7, esBAF inh -3, S100A4 MyoIIA 1, EWS-Fli block -8 and XiGFP reactiv 0.0.
Screening CC=Cc1ccc2n(c1=O)C[C@H]1[C@H](CO)[C@@H](C(=O)NCCOC)[C@@H]2N1Cc1ccccc1 (mixture of isomers) returned RAD52 anneal inh -46, RAD54 inh 4, E-selectin induc -0.5, esBAF inh -4, S100A4 MyoIIA 2, EWS-Fli block -13 and XiGFP reactiv 0.2.
Screening Cc1ccc(C(=O)O/N=C(\N)c2ccccn2)cc1Cl returned RAD52 anneal inh 0, RAD54 inh 4, esBAF inh -73, S100A4 MyoIIA -3, FN deposition inh -1, EWS-Fli block 17 and XiGFP reactiv 0.0.
For COc1ccc(CNC(=O)CN2C(=O)C(c3ccccc3)Oc3cccnc32)cc1 (configuration not stated) the results were RAD52 anneal inh -5, RAD54 inh -11, E-selectin induc 0.1, esBAF inh 15, S100A4 MyoIIA -1, FN deposition inh 7, EWS-Fli block -4 and XiGFP reactiv 0.3.
Cc1ccc2c(c1)nnn2C1CCN(C(=O)NCc2ccccc2)CC1 was read as RAD52 anneal inh -10, esBAF inh 0, S100A4 MyoIIA -2, FN deposition inh 5, EWS-Fli block 8 and XiGFP reactiv 0.0.
Screening COc1ccc(C)cc1NS(=O)(=O)c1ccc(Br)s1 returned RAD52 anneal inh -14, RAD54 inh -7, esBAF inh -1, S100A4 MyoIIA -25 and EWS-Fli block -10.
CO[C@H]1CN(C)C(=O)c2cc(NC(=O)C3CCC3)ccc2OC[C@@H](C)N(Cc2ccncc2)C[C@H]1C was read as RAD52 anneal inh 12, RAD54 inh 6, E-selectin induc -0.1, esBAF inh -2, S100A4 MyoIIA -1, FN deposition inh -4, EWS-Fli block 0 and XiGFP reactiv -0.4.
Cc1ccc(-c2noc(CCCC(=O)NCC3CCCO3)n2)cc1 (configuration not stated) was read as RAD52 anneal inh -15, RAD54 inh -1, E-selectin induc 1.6, esBAF inh -23, S100A4 MyoIIA -4, FN deposition inh 2, EWS-Fli block 10 and XiGFP reactiv -0.1.
`CCOC(=O)Cc1ccc(NC(=O)c2ccc([N+](=O)[O-])cc2)cc1` gave RAD52 anneal inh -15, E-selectin induc 2.1, S100A4 MyoIIA 37, FN deposition inh -11, EWS-Fli block 1 and XiGFP reactiv 0.4.
Cc1cccc(C(C)C)c1NC(=O)c1cc2ccccc2o1 was read as RAD52 anneal inh 1, RAD54 inh 5, esBAF inh 4, S100A4 MyoIIA -1, FN deposition inh -4, EWS-Fli block 6 and XiGFP reactiv 0.4.
Screening O=C(CN1CCC(Cc2ccccc2)CC1)N1CCc2ccccc2C1 returned RAD52 anneal inh -15, S100A4 MyoIIA 2, FN deposition inh 3, EWS-Fli block 5 and XiGFP reactiv 0.0.
C[C@H]1CCCCO[C@@H](CN(C)C(=O)Nc2ccc3c(c2)OCO3)[C@@H](C)CN([C@@H](C)CO)C(=O)c2cc(NC(=O)Nc3ccc(C(F)(F)F)cc3)ccc2O1 was read as RAD52 anneal inh -5, RAD54 inh inconclusive, E-selectin induc 5.1, esBAF inh 13, S100A4 MyoIIA -25, EWS-Fli block 7 and XiGFP reactiv 0.2.
`C[C@H](CO)N1C[C@H](C)[C@H](CN(C)S(=O)(=O)c2ccc(Cl)cc2)Oc2ccc(NC(=O)C3CCCCC3)cc2CC1=O` gave RAD52 anneal inh -14, RAD54 inh -6, E-selectin induc -0.5, esBAF inh 8, S100A4 MyoIIA 5, EWS-Fli block 3 and XiGFP reactiv -0.1.
O=C(CSc1nnc(Cc2ccccc2)o1)c1ccccc1 was read as RAD52 anneal inh -13, RAD54 inh -5, esBAF inh 27, S100A4 MyoIIA 5, EWS-Fli block -21 and XiGFP reactiv 0.0.
Cc1[nH]nc(SCC(=O)NCc2ccc(F)cc2)c1[N+](=O)[O-] was read as RAD54 inh -4, esBAF inh 1, FN deposition inh 4 and XiGFP reactiv 0.0.
Screening COc1cc(Cl)c([C@@H]2C[C@H]3CN(c4ccccc4)C(=O)[C@]34CCCN24)cc1OC returned RAD52 anneal inh -13, S100A4 MyoIIA -1, EWS-Fli block 17 and XiGFP reactiv 0.1.
Screening O=C(N/N=C/c1cccc(C(F)(F)F)c1)c1ccccc1O returned RAD52 anneal inh -11, S100A4 MyoIIA 1, FN deposition inh -2, EWS-Fli block -6 and XiGFP reactiv 0.1.
`O=C(Cc1ccc(Cl)cc1)NC1CCCCCC1` gave RAD52 anneal inh 2, RAD54 inh -9, esBAF inh 54*, S100A4 MyoIIA -1, FN deposition inh -2, EWS-Fli block -37 and XiGFP reactiv 0.2.
`C[C@@H]1CN([C@@H](C)CO)C(=O)c2cc(NC(=O)Nc3ccc(F)cc3)ccc2O[C@@H](C)CCCCO[C@H]1CN(C)S(=O)(=O)c1cccs1` gave RAD52 anneal inh -28, RAD54 inh -11, E-selectin induc 0.6, esBAF inh 1, S100A4 MyoIIA 5, EWS-Fli block -1 and XiGFP reactiv 0.0.
For COc1ccc(C[C@@H]2CCc3cnnn3COC[C@H](C(C)C)NC2=O)cc1 the results were RAD52 anneal inh 16, E-selectin induc -0.1, FN deposition inh 1, EWS-Fli block -7 and XiGFP reactiv 0.1.
COc1ccc(CN(C)C[C@@H]2Oc3ccc(NC(=O)Cc4cn(C)c5ccccc45)cc3C(=O)N([C@@H](C)CO)C[C@@H]2C)cc1 was read as RAD52 anneal inh -2, RAD54 inh -1, E-selectin induc -0.4, esBAF inh 6, S100A4 MyoIIA 14, EWS-Fli block -5 and XiGFP reactiv 0.3.
Cc1cc(-c2ccc(C)c(S(=O)(=O)NCCC(C)N3CCCCCC3)c2)on1 (configuration not stated) was read as RAD52 anneal inh -39, RAD54 inh 15, esBAF inh -8, S100A4 MyoIIA -3, FN deposition inh 3, EWS-Fli block -2 and XiGFP reactiv 0.1.
`COc1ccc(CN(C)C[C@H]2OCCCC[C@H](C)Oc3ccc(NC(=O)Nc4ccc(OC)cc4)cc3C(=O)N([C@H](C)CO)C[C@@H]2C)cc1` gave RAD52 anneal inh 26, RAD54 inh 1, E-selectin induc -0.4, esBAF inh 2, S100A4 MyoIIA 4, FN deposition inh -3, EWS-Fli block 4 and XiGFP reactiv 0.3.
CO[C@H]1CN(C)C(=O)c2ccc(NC(=O)Nc3cccc(F)c3)cc2OC[C@@H](C)N(C(=O)C2CC2)C[C@@H]1C was read as E-selectin induc 0.0, esBAF inh 9, FN deposition inh 2, EWS-Fli block -6 and XiGFP reactiv 0.1.
Screening COC(=O)c1ccc2nc(-c3ccccc3)c(Cc3ccccc3)n2c1 returned RAD52 anneal inh -162, E-selectin induc 0.0, S100A4 MyoIIA -2, FN deposition inh 6, EWS-Fli block 3 and XiGFP reactiv 0.3.
`Cc1ccc2nc(NCc3ccccc3)c(C=O)c(=O)n2c1` gave RAD54 inh 0, E-selectin induc 0.4, esBAF inh 0, FN deposition inh -2 and XiGFP reactiv 0.0.

Hits appear at their usual frequency. About 3% of those tested had a hit in this group.
